697 NFkB inh = inhibitors of the PMA/ionomycin-induced NF-kB reporter in 697 B cells | 697 B-cell NF-kB luciferase reporter, 16 h | inhibition, % at 4 µM | 0.33% of 330,000 active | AID 435022; in the data active = inhibition above about 35%
EBI2 block = antagonists of human EBI2 receptor | P32249 | EBI2 beta-arrestin recruitment, luminescence, 7a,25-OHC stimulated | inhibition, % at 5 µM | 0.81% of 360,000 active | AID 651636; in the data active = inhibition above about 38%;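 also: enzyme fragment complementation signal reports receptor beta-arrestin coupling in cells; 0% = agonist plus DMSO wells and 100% = wells without agonist; some results beyond the cut were filed as inactive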
Target sequence (P32249 whole entry, looked up, the tested form may be a part): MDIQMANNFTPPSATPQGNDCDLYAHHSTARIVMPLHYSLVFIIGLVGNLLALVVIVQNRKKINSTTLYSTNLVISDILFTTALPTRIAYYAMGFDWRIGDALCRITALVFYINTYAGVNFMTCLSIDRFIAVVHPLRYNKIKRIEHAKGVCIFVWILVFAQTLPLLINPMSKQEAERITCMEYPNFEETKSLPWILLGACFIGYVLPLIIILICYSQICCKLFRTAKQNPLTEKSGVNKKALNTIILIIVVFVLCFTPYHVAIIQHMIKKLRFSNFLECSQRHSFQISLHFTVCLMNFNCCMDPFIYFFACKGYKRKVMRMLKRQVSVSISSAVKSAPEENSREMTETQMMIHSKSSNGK
XBP1 UPR activ = adaptive UPR (XBP1) activation; CHO-XBP1 luciferase reporter, IRE1-XBP1 UPR activation, luminescence; percent of tunicamycin response, DMSO as zero; 0.33% of 330,000 active; activation, % at 20 µM;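 active = versus positive control, 20 µM dose yields 30% or more activation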;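 also: 100% = tunicamycin at 10 µg/mL and 0% = DMSO only wells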
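Assay system: IRE1-XBP1 luciferase reporter CHO line. Input: 1000 cells/well. Buffer or medium: F12 with 10% serum. Doses: 20 µM, 1% DMSO. Times: overnight seeding at 37 °C, 6 h compound treatment at 37 °C. Technique: Steady-Glo luciferase glow luminescence, 10 min after reagent addition.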
CCR6 antagonist = antagonists of human CCR6 receptor. CHO-K1 CCR6 PathHunter beta-arrestin, luminescence, CCL20-stimulated. inhibition, % at 20 µM. 0.49% of 340,000 active. AID 493098;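 active = compounds whose inhibition of the agonist-driven luminescence signal at 20 µM reaches about 50%, limit read from the data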;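 also: cells stimulated with CCL20 at 14 nM final; plate controls were DMSO with CCL20 for no effect and DMSO without agonist for full effect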
Gli-Sufu antag = blocks Gli-Sufu signaling in a luciferase reporter; inhibition, % at 5 µM; 0.74% of 340,000 active; Sufu-KO-LIGHT fibroblasts, Gli luciferase reporter luminescence;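 active = inhibition above about 55%, limit read from the data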;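 also: 0% = DMSO-treated cells and 100% = wells with medium but no cells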
UPR CHOP act = activators of apoptotic arm of unfolded protein response (CHOP). activation, % at 10 µM. 0.34% of 330,000 active. CHO-CHOP luciferase reporter, UPR activation, luminescence; percent of tunicamycin response over DMSO baseline. AID 449763;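 active = at 10 µM dose, activation of 40% or more, normalized to positive control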;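 also: 100% = tunicamycin at 10 µg/mL and 0% = DMSO alone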
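Test system: CHO CHOP reporter cells. Input: 500 CHO-CHOP cells per well. Medium: F12 with 10% FBS. Technique: luciferase luminescence. Measure: percent activation relative to tunicamycin control. Dosing: 10 µM compound, 0.5% DMSO. Timing: 16-18 h cell attachment, then 6 h compound exposure, 37 °C.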
CXCR6 block = blocks human CXCR6 beta-arrestin recruitment. inhibition, % at 20 µM. 0.36% of 360,000 active. AID 602244. CHO-K1 PathHunter CXCR6 beta-arrestin, luminescence; in the data active = inhibition above about 34%, passing the limit was not always enough;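 also: antagonist mode with CXCL16 agonist at 10 nM final; 0% = 10 nM CXCL16 with DMSO and 100% = unstimulated wells without agonist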
Target sequence (O00574 whole entry, looked up): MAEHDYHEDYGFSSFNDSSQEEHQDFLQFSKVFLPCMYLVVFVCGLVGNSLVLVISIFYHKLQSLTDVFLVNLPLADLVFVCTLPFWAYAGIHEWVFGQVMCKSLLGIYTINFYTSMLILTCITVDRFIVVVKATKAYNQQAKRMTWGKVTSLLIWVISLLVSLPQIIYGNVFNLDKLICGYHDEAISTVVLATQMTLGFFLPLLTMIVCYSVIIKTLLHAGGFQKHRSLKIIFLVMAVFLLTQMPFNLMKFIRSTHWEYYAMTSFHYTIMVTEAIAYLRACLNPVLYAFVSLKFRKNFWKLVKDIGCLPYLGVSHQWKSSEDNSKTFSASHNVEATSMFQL
Mdm2 MdmX PPI = inhibitors of human Mdm2/MdmX interaction. O15151+Q00987. SaOS-2 split-luciferase Mdm2/MdmX complementation, luminescence. inhibition, % at 8 µM. 3% of 330,000 active. AID 485346;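 active = inhibition of at least 50% at 8 µM in the primary screen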
Jurkat NFkB inh = lowers PMA/ionomycin-induced NF-kB signal in Jurkat cells. PMA/ionomycin-induced NF-kB luciferase reporter, luminescence. 0.53% of 330,000 active. AID 435003. inhibition, % at 4 µM; in the data active = inhibition above about 50%
* hit, by the source's call; . = no result given.

SMILES	697 NFkB inh	EBI2 block	XBP1 UPR activ	CCR6 antagonist	Gli-Sufu antag	UPR CHOP act	CXCR6 block	Mdm2 MdmX PPI	Jurkat NFkB inh
Cc1cc(C)nc(/N=C(\N)N2CCc3ccccc32)n1	13	-1	-1	7	-11	1.6	4	-17	-9
O=C(COc1ccc([N+](=O)[O-])cc1Cl)N1CCOCC1	-6	5	-1	-9	2	2.1	-17	-29	-17
O=S(=O)(Nc1ccc(Cl)cc1)c1ccc2c(c1)CCO2	-9	5	-4	7	5	0.1	-3	19	-8
COc1ccc(C(C)=O)cc1CSc1nc2ccccc2o1	8	1	2	13	23	-2.5	4	34	6
CSc1ccccc1NC(=O)Nc1cccc(Cl)c1	3	-6	0	12	-14	1.3	-16	-59	-8
COC(=O)c1ccc(Cn2cnc3c(N)ncnc32)cc1	.	-8	.	10	5	.	-5	.	.
COc1ccc(N2CC(C(=O)OCC(=O)Nc3cc(C)on3)CC2=O)cc1 (stereo unspecified)	14	3	3	9	-31	-0.1	6	-15	4
CCn1c(C)[n+](CC)c2ccc(S(=O)(=O)N(C)C)cc21	9	-3	-2	-5	-10	0.1	0	-20	-22
CCCC(=O)Nc1cc(-c2nnc(OC)c3ccccc23)ccc1N1CCOCC1	-4	6	2	-10	0	-0.3	-9	11	12
O=C(Nc1cccn(Cc2c(F)cccc2Cl)c1=O)NC1CCCCC1	-17	8	4	12	-9	1.2	-2	36	39
COCC1CCCN(Cc2nc(C(c3ccccc3)c3ccccc3)no2)C1 (stereo unspecified)	12	5	0	19	-4	-0.5	11	10	11
Cc1nc(SCC(=O)NC2CCS(=O)(=O)C2)c(C#N)c(C)c1C (stereo unspecified)	17	0	-1	8	1	-2.5	6	12	4
CN(CCNC(=O)c1cn(C)c2ccc(S(=O)(=O)N(C)C)cc2c1=O)CCc1ccccc1	3	1	-1	3	1	-2.9	-1	-9	12
O=C(Nc1cc(Cl)ccc1-n1cncn1)C1CC1	13	-4	-2	-4	17	1.6	3	17	17
O=C(O)C(Oc1ccc2c(c1)oc(=O)c1ccccc12)c1ccccc1 (stereo unspecified)	11	-2	-5	5	6	-0.8	-3	39	9
O=C(CSc1nnc(-c2ccccc2O)o1)NC1CCCCC1	8	3	5	5	-1	2.6	8	10	7
O=C(/C=C/c1ccccc1)N(Cc1ccc(Cl)cc1)C1CCS(=O)(=O)C1 (stereo unspecified)	-27	6	-3	13	4	-1.8	8	12	15
COc1ccccc1-n1ccnc(SCC(=O)NCc2ccccc2)c1=O	-5	-13	3	12	-1	0.1	-6	-48	-5
Cc1ccc(Oc2ccccc2NC(=O)CN2C(=O)NC3(CCCC3)C2=O)cc1	7	-5	-2	-7	-3	-0.4	43*	14	-18
Cc1ccc(C(=O)CSC2=NC(N)=C(C#N)C3(CCCCC3)C2C(N)=O)cc1 (stereo unspecified)	19	-5	-1	3	9	-2.6	-13	11	-2
O=C(CCSc1ccc(F)cc1)Nc1ccc(-n2cnnn2)cc1	7	9	-1	20	3	-0.2	-11	-17	-9
O=C(CCCN1C(=O)c2ccccc2C1=O)Nc1ccccc1	-2	-2	5	2	-6	1.2	-2	14	21
CCCNc1ccc(S(=O)(=O)N(C(C)C)C(C)C)cn1	-19	-1	-1	0	4	1.2	1	5	-16
NC1=NC(=O)/C(=C/c2ccsc2)S1	-1	-7	1	-2	26	0.3	-10	-11	-4

Some of these compounds in order of count of non-hydrogen atoms, rising.
SMILES	697 NFkB inh	EBI2 block	XBP1 UPR activ	CCR6 antagonist	Gli-Sufu antag	UPR CHOP act	CXCR6 block	Mdm2 MdmX PPI	Jurkat NFkB inh
NC1=NC(=O)/C(=C/c2ccsc2)S1	-1	-7	1	-2	26	0.3	-10	-11	-4
O=C(Nc1cc(Cl)ccc1-n1cncn1)C1CC1	13	-4	-2	-4	17	1.6	3	17	17
CCCNc1ccc(S(=O)(=O)N(C(C)C)C(C)C)cn1	-19	-1	-1	0	4	1.2	1	5	-16
O=C(CSc1nnc(-c2ccccc2O)o1)NC1CCCCC1	8	3	5	5	-1	2.6	8	10	7
O=C(CCSc1ccc(F)cc1)Nc1ccc(-n2cnnn2)cc1	7	9	-1	20	3	-0.2	-11	-17	-9
O=C(/C=C/c1ccccc1)N(Cc1ccc(Cl)cc1)C1CCS(=O)(=O)C1 (stereo unspecified)	-27	6	-3	13	4	-1.8	8	12	15
COc1ccccc1-n1ccnc(SCC(=O)NCc2ccccc2)c1=O	-5	-13	3	12	-1	0.1	-6	-48	-5
COCC1CCCN(Cc2nc(C(c3ccccc3)c3ccccc3)no2)C1 (stereo unspecified)	12	5	0	19	-4	-0.5	11	10	11
Cc1ccc(Oc2ccccc2NC(=O)CN2C(=O)NC3(CCCC3)C2=O)cc1	7	-5	-2	-7	-3	-0.4	43*	14	-18
CCCC(=O)Nc1cc(-c2nnc(OC)c3ccccc23)ccc1N1CCOCC1	-4	6	2	-10	0	-0.3	-9	11	12
CN(CCNC(=O)c1cn(C)c2ccc(S(=O)(=O)N(C)C)cc2c1=O)CCc1ccccc1	3	1	-1	3	1	-2.9	-1	-9	12

Further records.
SMILES	697 NFkB inh	EBI2 block	XBP1 UPR activ	CCR6 antagonist	Gli-Sufu antag	UPR CHOP act	CXCR6 block	Mdm2 MdmX PPI	Jurkat NFkB inh
O=C(Cc1ccc([N+](=O)[O-])cc1)Oc1ccccc1	.	-4	.	7	2	.	2	.	.
COc1ccc(/C=C2\Oc3cc(OCC(=O)N4CC(O)C[C@H]4C(=O)O)ccc3C2=O)c(OC)c1OC (stereo partly specified)	18	3	-1	2	-36	0.0	5	-4	8
NC(=O)CC(NC(=O)Cc1ccc(Br)cc1)c1ccc(N2CCC(N3CCCCC3)CC2)c([N+](=O)[O-])c1 (stereo unspecified)	14	-10	-1	4	-1	0.5	-1	1	-1
Cc1ccc(Nc2cc(=O)[nH]c(=O)[nH]2)cc1C	5	-6	5	0	-1	-1.3	-7	31	2
CC(C)CCn1c(=O)c2c(nc3n2CCCN3Cc2ccccc2)n(C)c1=O	-2	13	0	24	25	0.0	14	-2	1
O=C(Nc1ccnc(-c2cccnc2)n1)c1ccc(Cl)cc1	16	40	5	13	1	4.7	1	2	-17
O=C(NC(=S)N1CCCCC1c1cccnc1)c1ccc(Br)cc1 (stereo unspecified)	0	-2	-1	15	-14	0.5	-3	14	2
Cc1noc(C)c1S(=O)(=O)Nc1cccc(CO)c1	-2	-8	-2	3	-6	2.0	-5	16	-16
C=CCN=C1CCCc2c1[nH]c1ccc(C)cc21	8	-2	10	12	-9	0.3	-3	37	-3
O=C(Nc1ccccc1)Nc1ccc(Cl)c([N+](=O)[O-])c1	-23	-8	9	8	-20	3.8	-5	80*	-12
CCOC(=O)c1ccc(NC(=O)c2cc3c(C)nn(-c4ccccc4Cl)c3s2)s1	-35	30	10	16	22	0.4	3	45	2
OC(COc1ccc(F)cc1)CN1CCN(CC(O)COc2ccc(F)cc2)CC1 (stereo unspecified)	8	16	-4	1	5	3.1	2	7	11

Random excerpt: two compounds from above.
SMILES	697 NFkB inh	EBI2 block	XBP1 UPR activ	CCR6 antagonist	Gli-Sufu antag	UPR CHOP act	CXCR6 block	Mdm2 MdmX PPI	Jurkat NFkB inh
O=C(Nc1ccnc(-c2cccnc2)n1)c1ccc(Cl)cc1	16	40	5	13	1	4.7	1	2	-17
C=CCN=C1CCCc2c1[nH]c1ccc(C)cc21	8	-2	10	12	-9	0.3	-3	37	-3

Continuation:
SMILES	697 NFkB inh	EBI2 block	XBP1 UPR activ	CCR6 antagonist	Gli-Sufu antag	UPR CHOP act	CXCR6 block	Mdm2 MdmX PPI	Jurkat NFkB inh
Cc1ccc(S(=O)(=O)CCC(=O)OCC(=O)Nc2cc(C)on2)cc1	-34	-17	-1	-5	5	-0.6	-1	-20	-8
CCn1c(=O)c(=O)[nH]c2cc(C(=O)NCc3ccc(F)cc3)ccc21	2	5	-1	8	23	-1.5	3	-8	2
Cc1ccc(-c2noc(-c3ccccc3C(=O)N3CCN(C)CC3)n2)cc1	-4	2	0	-11	7	5.5	-11	-14	-21
CCOc1ccc(NC(=O)COC(=O)Cc2ccc(S(=O)(=O)N3CCOCC3)s2)cc1	-6	3	5	-2	0	-2.3	-4	11	-16
COC(=O)CCC(=O)OC	21	-3	-3	10	39	1.1	2	0	3
CCCCN1CNC(=S)N(c2cc(C)ccc2C)C1	5	-1	-3	-4	0	2.2	10	-14	2
O=S(=O)(N[C@H](CO)Cc1ccccc1)c1ccc(Br)cc1F	9	-4	3	22	-4	2.8	3	26	.
COc1cc(NS(=O)(=O)c2ccc(C)cc2)ccc1-n1cnnn1	11	5	-4	-7	-6	-0.3	-12	19	6
COC(=O)c1cnc2c(c(C)nn2C)c1OC	7	8	-1	-4	4	-1.4	-6	19	3
CCOc1ccc(OCC(=O)Nc2nccs2)cc1	23	2	-9	12	-56	-5.5	-18	-46	8
Cc1ccnc(NC(=O)CCC(=O)N(CC(=O)NC(C)(C)C)c2ccc3c(c2)OCCO3)c1	-12	0	1	12	14	0.6	-6	-2	18
COc1cc(/C=N/NC(=O)C2(O)c3ccccc3-c3ccccc32)ccc1O	-3	-12	1	4	4	1.0	11	-6	-8
CCCCn1nc(C(=O)Nc2ccc(-n3cnnn3)cc2)c2ccccc2c1=O	15	-12	1	-4	-2	4.9	9	26	9
CCCn1c(N2CCN(S(=O)(=O)Cc3ccccc3)CC2)nc2ccccc21	-36	-1	-2	5	2	1.1	1	34	0
Cc1nnc(SCC(=O)NC2CCS(=O)(=O)C2)n1-c1ccccc1 (stereo unspecified)	5	4	-3	-9	.	-0.7	3	23	6
COc1cc(S(=O)(=O)Nc2ccc(C)cc2)ccc1N=Cc1c(C)[nH]n(-c2ccccc2)c1=O	-35	22	9	14	-1	7.6	13	-18	-10
CCOC(=O)C1=C(COC(=O)/C=C/c2ccccc2F)NC(=O)NC1C (stereo unspecified)	-4	1	2	3	-4	0.9	-10	-3	2
NCCSc1c(-c2ccccc2)[nH]c2ccccc12	10	-19	-1	21	1	3.9	6	23	12
Nc1ccc2c(c1)C(=NO)c1cc([N+](=O)[O-])ccc1-2	.	-26	.	42	9	.	25	.	.
Cc1ccc(NC(=S)NNC(=O)Cn2nc(C(F)F)cc2C(F)F)cc1	16	-10	-4	-5	5	0.5	12	0	-1
COc1ccccc1NC(=O)C(C)N(C)CCOc1ccccc1 (stereo unspecified)	-28	2	-5	19	-3	3.4	-1	-17	-11
COc1ccc(N2CCN(C3CCCN(C(=O)CN4CCCCC4=O)C3)CC2)cc1 (stereo unspecified)	6	-3	-2	22	-13	-0.6	-8	6	0
COC(=O)CCCC(=O)Nc1c(F)c(F)c(F)c(F)c1F	4	-6	1	13	-15	-1.4	2	-1	4
NC(=O)COC(=O)[C@H](Cc1ccccc1)NS(=O)(=O)c1ccc2c(c1)OCCO2	11	-5	1	3	-11	1.5	-8	11	-7
O=C(NCCc1ccccc1)C(=O)NC1CCCCC1	-67	1	3	5	.	2.4	4	-27	-54

Source: PubChem (Sanford-Burnham Center for Chemical Genomics)
